# AmpC inh detg = AmpC beta-lactamase inhibition with detergent present; P00811; AmpC hydrolysis of nitrocefin, absorbance 480 nm, 0.01% Triton; Potency, µM (series often up to 114 µM), for inactives: at the highest dose activity change, negative = inhibition, usual class: inhibitors; actives 0.041% (n = 370,000); AID 485294;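 further: potency means the concentration at half of the fitted maximal effect; 0% = no-compound wells and -100% = no-enzyme wells; nearly all actives have a fitted effect of over 25% in size; some results filed as inactive show a strong effect at the top dose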
# Target sequence (P00811 whole entry, looked up): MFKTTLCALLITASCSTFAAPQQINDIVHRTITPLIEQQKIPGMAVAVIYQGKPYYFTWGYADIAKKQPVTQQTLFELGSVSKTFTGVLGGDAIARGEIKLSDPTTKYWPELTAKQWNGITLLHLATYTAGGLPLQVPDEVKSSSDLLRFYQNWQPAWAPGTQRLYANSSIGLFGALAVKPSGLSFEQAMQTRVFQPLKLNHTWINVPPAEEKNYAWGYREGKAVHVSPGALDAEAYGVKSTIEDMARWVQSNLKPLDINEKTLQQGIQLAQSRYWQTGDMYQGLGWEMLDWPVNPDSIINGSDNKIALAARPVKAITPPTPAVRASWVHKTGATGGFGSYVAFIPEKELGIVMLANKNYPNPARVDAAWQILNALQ
#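 AmpC (5.3 nM in the dispensed reagent) in 20 mM phosphate pH 7.0 with 0.01% (detergent screen) or 0.0001% Triton X-100 was preincubated with compounds for 15 min at room temperature. Nitrocefin was then added from an 800 uM solution, and hydrolysis was followed at 480 nm.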
# LmPK inhibitor = inhibitors of Leishmania mexicana pyruvate kinase; purified LmPK, Kinase-Glo ATP luminescence, 1 h; AID 1721; Potency, µM (series often up to 57.5 µM), for the others: top-dose activity change, negative = inhibition, actives largely listed as inhibitors; actives 0.37% (n = 290,000); Q27686; further: potency means the concentration at half of the fitted maximal effect
# Target sequence (Q27686 whole entry, looked up): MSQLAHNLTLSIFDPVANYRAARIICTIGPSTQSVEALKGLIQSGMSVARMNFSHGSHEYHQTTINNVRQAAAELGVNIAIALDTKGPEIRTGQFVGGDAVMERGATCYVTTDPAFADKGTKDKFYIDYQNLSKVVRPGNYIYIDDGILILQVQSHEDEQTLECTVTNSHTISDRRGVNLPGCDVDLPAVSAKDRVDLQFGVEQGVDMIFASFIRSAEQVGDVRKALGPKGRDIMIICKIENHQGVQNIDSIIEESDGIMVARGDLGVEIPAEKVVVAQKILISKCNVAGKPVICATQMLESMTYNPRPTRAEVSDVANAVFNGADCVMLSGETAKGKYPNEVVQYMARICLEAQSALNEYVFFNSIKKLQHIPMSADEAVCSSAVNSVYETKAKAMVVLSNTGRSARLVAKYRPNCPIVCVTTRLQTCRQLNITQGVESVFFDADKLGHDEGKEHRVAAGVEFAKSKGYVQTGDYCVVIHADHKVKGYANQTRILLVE
#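 In 50 mM imidazole pH 7.2 with 7 mM MgCl2, LmPK (0.1 nM) turned over PEP (0.5 mM) and ADP (0.1 mM) for 1 h at room temperature. Luciferase read-out of ATP.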
# HCMV inh = inhibitors of human cytomegalovirus; HFF cells, HCMV-luciferase reporter, 72 h; active compounds read low; activity change, negative = inhibition, % at 57.5 µM; actives 4.5% (n = 410,000); in the data active means activity change below about -60%; inconclusive means no clear call, values can overlap the other calls; inactive means above about -39%
#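 Cell-based, HFFs, 1000 cells/well, 16 h 37C; cpds in DMSO + HCMV-luc, MOI 1 PFU/cell; 72 h 37C; OneGlo luminescence after 5 min RT; norm. to buffer vs Salinomycin 10uM.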
# Tb PYK inh = inhibitors of Trypanosoma brucei pyruvate kinase; Q57TT1; TbPYK enzyme, Kinase-Glo Plus ATP luminescence, 45 min; Potency, µM (top dose mostly 76.8 µM), for the others: at the top dose activity, negative = inhibition, usual class: inhibitors; actives 0.12% (n = 410,000); AID 624173; further: potency means the concentration at half of the fitted maximal effect; nearly all actives have a fitted effect of over 50% in size
#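 ADP (130 uM final) triggers the TbPYK reaction after compound addition; incubation is 45 min at room temperature. Kinase-Glo Plus is then added and luminescence imaged. Normalized data are fitted to concentration-effect curves.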
# AMA1 RON2 block = inhibitors of Plasmodium falciparum AMA1-RON2 interaction; AlphaScreen AMA1-biotinylated RON2 peptide binding; Potency, µM (doses to about 58.2 µM), without a hit: at the top dose activity change, negative = inhibition, most hits filed as inhibitors; actives 0.2% (n = 360,000);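 further: potency means the concentration at half of the fitted maximal effect; 0% = vehicle wells and -100% = peptide control; nearly all actives have a fitted effect of over 45% in size; some results filed as inactive show a strong effect at the top dose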
#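 AMA1 (3D7) with his tag at 25 nM final met compounds first, then biotinylated RON2 peptide at 25 nM; detection used donor plus acceptor beads, 10 µg/mL apiece, read by AlphaScreen after 30 min at room temperature.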
# AmpC inh no detg = inhibitors of E. coli AmpC beta-lactamase without detergent. P00811. AmpC nitrocefin hydrolysis, absorbance 480 nm, 0.0001% Triton. Potency, µM (top dose mostly 57.1 µM), for the others: at the highest dose activity change, negative = inhibition, usual class: inhibitors. actives 0.52% (n = 330,000). AID 485341;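 further: potency means the concentration at half of the fitted maximal effect; plate controls were no compound for no effect and no enzyme for full effect; nearly all actives have a fitted effect of over 20% in size; some results filed as inactive show a strong effect at the top dose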
#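 AmpC (5.3 nM in the dispensed reagent) in 20 mM phosphate pH 7.0 with 0.01% (detergent screen) or 0.0001% Triton X-100 was preincubated with compounds for 15 min at room temperature. Nitrocefin was then added from an 800 uM solution, and hydrolysis was followed at 480 nm.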
# Sm TGR block = blocks Schistosoma mansoni thioredoxin glutathione reductase | Q962Y6 | purified TGR, DTNB reduction, TNB absorbance 405 nm | Potency, µM (titrated, usually from 114 µM), inactives show at the top dose activity change, negative = inhibition, actives largely listed as inhibitors | actives 3% (n = 360,000) | AID 485364; further: potency means the concentration at half of the fitted maximal effect; nearly all actives have a fitted effect of over 60% in size
#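 Kinetic colorimetric format: TGR-catalysed, NADPH-driven DTNB reduction monitored via TNB absorbance. Enzyme dispensed at 20 nM; compound exposure 15 min at room temperature before reaction start.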
# Numbers without * were called inactive; ? = inconclusive; . = no result given; + = active, no number; & = joins results of further samples; [ ] = dose if it differs, or a comment. Unless noted, the call rests on the fitted dose curve; in most records, active means well fitted curve in the direction sought with a large enough effect; inconclusive means small, poorly fitted or top-dose-only effect, or another doubt; inactive means no such curve, though single readings can be large; an effect the other way counts as inactive or inconclusive. Unless noted, on the % scale 0 is the no-effect control and ±100 the full control effect.
SMILES,AmpC inh detg,LmPK inhibitor,HCMV inh,Tb PYK inh,AMA1 RON2 block,AmpC inh no detg,Sm TGR block
CCO/C(C)=N/n1c2nc3ccccc3nc2c2c(=O)n(CC(C)C)c(C)nc21,0%,3%,?,1%,-10%,-2%,-35%
COc1ccc(OCc2nnc(NC(=O)Nc3ccccc3F)s2)cc1,-6%,-1%,?,5%,8%,-24%,-6%
O=C(Nc1cccc(NC(=O)c2ccco2)n1)c1ccco1,-24%,-1%,2,-1%,-2%,-18%,9%
COC(=O)c1cccc(NC(=O)COc2cccc([N+](=O)[O-])c2)c1,-4%,1%,-12,6%,-1%,-56%,2%
O=C(/C(=C/c1cccc(Cl)c1)c1nc2ccccc2[nH]1)c1ccccc1,-5%,-3%,-100*,-9%,26%,-40%,-3%
CCc1noc(C)c1C(=O)N(CCC(C)C)c1c(N)n(Cc2ccccc2)c(=O)[nH]c1=O,?,.,-8,-17%,19%,-25%,-2%
CCOc1ccc(-c2cc(C(=O)Oc3ccc(C#N)cc3)no2)cc1,14%,.,83,0%,.,.,-1%
C[C@H]1CN(c2ccc(Br)cc2)C(=O)[C@@H]1CC(=O)Nc1ccccc1,.,.,-3,-12%,-3%,.,.
Cc1ccc(NC(=O)c2ccc(N/N=C/c3cccc(O)c3)c([N+](=O)[O-])c2)cc1,-13%,0%,-87*,-4%,-8%,-19%,-10%
COc1ccc(Cl)cc1NC(=O)C1(c2cccs2)CCOCC1,-1%,0%[11.5 µM],0,2%,4%,-12%,30%
Cc1cc(C)cc(-c2nnc(SCC(=O)c3ccc4c(c3)OCCO4)o2)c1,?,4%,-10,1%,-1%,-21%,-3%
Cc1ccc(OCCC(=O)NNC(=O)c2ccncc2)cc1,.,.,18,3%,107%[activator],.,.
CCn1c(SCC(=O)N/N=C(\C)c2ccco2)nnc1-c1ccccc1,7%,-1%,102,-4%,-4%,-12%,.
CCOC(=O)N1CCN(C(=O)CN2C(=O)c3ccccc3S2(=O)=O)CC1,?,3%,0,1%,?,-18%,3%
COC(=O)c1ccccc1NC(=O)N1CCc2c(sc3c2CCCC3)C1c1ccc(F)cc1 (stereo unspecified),16%,.,9,0%,.,.,1%
O=C(c1cc(COc2ccc(F)cc2Cl)on1)N1C[C@H]2CC[C@H]1C2,4%,-8%,15,-3%,?,60%,0%
COc1ccc(NC(=O)C2CCC(C(C)(C)C)CC2)cc1S(=O)(=O)N1CCOCC1 (stereo unspecified),4%,.,-7,3%,0%,193%[activator],40µM*
O=C(CCS(=O)(=O)c1ccc(Br)cc1)N1CCN(c2ccc(F)cc2)CC1,-16%,6%,-65*,-2%,-4%,62%[activator],4%
CCO/C([O-])=N/c1c[n+](N2CCOCC2)no1,?,0%,-11&-26,2%,-2%&-4%,-13%&-12%,9%&-3%
O=C(CCl)NNc1nc(-c2ccccc2)c2cc(Cl)ccc2n1,?,-2%,27,4%,61%[activator],-38%,?
CCOc1ccc(NC(=O)Nc2cc(C(=O)O)ccc2N2CC3CC(C2)c2cccc(=O)n2C3)cc1 (stereo unspecified),-1%,1%,-35,-9%,1%,-12%,-1%
COCCn1c(SCc2nc3ccccc3s2)nc2ccccc21,?,-4%,61,-10%,14%,5%,-4%
Cc1ccc(-n2c(=O)cc(N3CC(C)CC(C)C3)[nH]c2=O)cc1 (stereo unspecified),-4%,5%,-24,1%,-2%,-16%,2%
Cc1ccc(C)c(NC2=NCC(=O)N2c2ccc3c(c2)OCCO3)c1,0%,1%,61,7%,1%,-10%,-15%
CC1(C)Cc2c(C#N)c(OCC(=O)c3ccc(Cl)cc3)nc(-c3ccoc3)c2CO1,?,0%,-6,-14%,46%[activator],-15%,40µM*
CCCn1c(N)c(C(=O)CSc2nnc3n2CCCCC3)c(=O)[nH]c1=O,-13%,.,80,-4%,-7%,-20%,-3%
COc1ccc(Cc2nnc(SCC(=O)N3CCN(c4ccccc4)CC3)o2)cc1,-19%,11%,-26,1%,4%,4%,-19%
CC(C)(C)c1ccc(C(=O)N2CCCC2c2cccs2)cc1 (stereo unspecified),-5%,-6%,-20,-4%,-20%,11%,10%
CC1C(=O)N2CCCc3cc(NC(=O)c4ccccc4Br)cc1c32 (stereo unspecified),?,.,-16,-14%,1%,-21%,0%
CCC(CC(C)(C)O)C(=O)NNC(=S)Nc1ccccc1 (stereo unspecified),2%,1%,-21,-6%,66%[activator],-26%,?
O=C(c1cccn1-c1nnc(N2CCCC2)s1)N1CCN(c2ccc(F)cc2)CC1,-2%,.,0,0%[15.4 µM],.,.,5%
CC(/C=N/NC(=O)c1c(Br)cnn1C)=C\c1ccccc1,-15%,-6%,19,-4%,-12%,-16%,2%
O=C(c1cnn2cccnc12)N1CCN(c2ccccc2)CC1,?,-2%,19,-6%,-4%,-4%,-5%
CCOC(=O)c1c(C)oc(NC(=O)CCl)c1C(=O)OCC,-3%,2%,-4,7%,19%,-4%,14µM*
O=C(Cn1nc(Cl)nc1Cl)c1cc2ccccc2oc1=O,?,2%,-29,-4%,-3%,-14%,14µM*
O=C(CCc1nnc2ccc(NCCCN3CCCC3=O)nn12)NCc1ccccc1Cl,?,-2%,+,0%,-2%,-2%,0%
COc1ccc(-c2cc(=O)[nH]c3ccccc23)cc1,-2%,.,-26,7%,-8%,-17%,-4%
Cc1cccc(N2CCN(CC(O)COc3ccccc3Cl)CC2)c1 (stereo unspecified),-7%,5%,13,-1%,0%,57%,10%
COc1ccc2[nH]c(C(=O)O)c(NS(=O)(=O)c3ccc(C)c(C)c3)c2c1,?,2%,-27,-5%,-1%,-23%,4%
O=S(=O)(c1ccc(S(=O)(=O)N2CCCC3(CCCCC3)C2)cc1)N1CCCCC1,1%,0%,59,0%,3%,-10%,3%
O=[N+]([O-])c1cccc(S(=O)(=O)NCCOc2cccc3cccnc23)c1,-3%,-4%,10,-2%,-1%,0%,-12%
C1=C(CCNC2=NCCCCC2)CCCC1,13%,0%,32,3%,0%,1%,0%
CCN(CC)C(=O)c1cn(C)c2ccc(S(=O)(=O)N(CC)CC)cc2c1=O,3%,-6%,-8,7%,8%,-5%,4%
COc1ccc(CN2CCCC(C(=O)Nc3cccc(-n4cnnn4)c3)C2)c(C)c1C (stereo unspecified),-7%,-3%,?,0%,-12%,56%,-23%
O=S(=O)(Nc1nc(-c2ccccc2)cs1)c1cc(Cl)ccc1Cl,1%,0%,1,-1%,-18%,-48%,-4%
Cc1c(NC(=O)c2ccccc2F)c(=O)n(-c2ccccc2)n1C,2%,1%,43,2%,-3%,-2%,2%
Cc1csc(NC(=O)CCSCCc2ccccn2)n1,-9%,3%,-18,1%,0%,-12%,13%
COc1ccc(Nc2nc3c(S(=O)(=O)c4ccccc4)nnn3c3ccc(Cl)cc23)c(OC)c1,-1%,.,1,-7%,.,.,12%
O=C(C(=O)N1CCCc2ccccc21)c1cn(CC(=O)N2CCOCC2)c2ccccc12,8%,-5%,-3,7%,-4%,89%[activator],6%
COc1ccccc1CNC(=O)CCCN1C(=O)CSc2c1c(C)nn2-c1ccccc1,14%,.,8,-3%,.,.,3%

# Single records (already shown):
# O=C(C(=O)N1CCCc2ccccc21)c1cn(CC(=O)N2CCOCC2)c2ccccc12 in the list: AmpC inh detg: 8%; LmPK inhibitor: -5%; HCMV inh: -3; Tb PYK inh: 7%; AMA1 RON2 block: -4%; AmpC inh no detg: 89%[activator]; Sm TGR block: 6%
# Cc1csc(NC(=O)CCSCCc2ccccn2)n1 in the list: AmpC inh detg: -9%; LmPK inhibitor: 3%; HCMV inh: -18; Tb PYK inh: 1%; AMA1 RON2 block: 0%; AmpC inh no detg: -12%; Sm TGR block: 13%

# Next structures.
SMILES,AmpC inh detg,LmPK inhibitor,HCMV inh,Tb PYK inh,AMA1 RON2 block,AmpC inh no detg,Sm TGR block
CC(=O)Oc1ccc(/C=N/NS(=O)(=O)c2ccc(C)cc2)c(OC(C)=O)c1,5%,3%,50,4%,11%,-3%,?
O=C(NCc1ccccn1)c1ccc(NS(=O)(=O)c2cccc(Cl)c2)cc1,2%,3%,35,9%,-14%,-43%,2%
COc1cc(C(=O)OCC(=O)Nc2cccc(S(=O)(=O)N3CCCC3)c2)ccc1OCC(C)C,-6%,.,-5,2%,-23%,-22%,6%
Cc1ccccc1NC(=O)COC(=O)c1ccccc1SCC(=O)N1CCCC1,9%,3%,32,2%,10%,6%,5%
O=C(NCCN1CCOCC1)C(=O)NCC1OCCCN1S(=O)(=O)c1ccc(F)cc1 (stereo unspecified),-2%,-4%,7,-2%,-3%,1%,-1%
Cc1nn(-c2ccccc2)c(Cl)c1C(=O)N1CCN(c2ncnc3c2cnn3-c2ccccc2)CC1,?,5%,-105*,-5%,-11%,38%,-18%
O=C(NC(=S)Nc1ccccc1Br)C1CCCCC1,.,.,75,-2%,29%,-26%,.
COc1ccc(CNn2c(-c3cccc(C)c3)nc3ccccc3c2=O)cc1OC,?,11%,?,3%,36%[activator],83%[activator],8%
COc1ccc(NC(=O)CC(=O)Nc2ccc(OC)cc2)cc1,.,.,38,-1%,2%,.,.
COC(=O)c1ccc(Cl)cc1NC(=O)N(C)CCc1c(C)nn(C)c1C,-2%,.,-7,2%,.,.,-9%
CCC(=O)OCC(=O)Nc1ccc2c(c1)OCO2,5%,-2%,-32,1%,2%,-35%,-2%
CC(C)N(C(=O)CSc1nc2ccc(Cl)cc2[nH]1)c1ccccc1,10%,.,?,-4%,.,.,8%
COc1ccc(CN(C)C(=O)c2cc(S(=O)(=O)NCc3ccccc3)ccc2C)c(OC)c1,-1%,.,-16,8%,103%[activator],15%,-8%
CCc1ccc(N2CCn3c2nc2c3c(=O)n(Cc3cccc(C)c3)c(=O)n2C)cc1,16%,.,5,2%,.,.,0%
O=[N+]([O-])c1ccc(O)c(/C=N/Nc2ccccc2[N+](=O)[O-])c1,-15%,-13%,?,-6%,-12%,-25%,-15%
CCCCN1CC[C@H]2C=CC[C@@H](C(=O)Nc3ccc(Cl)cc3Cl)[C@H]2C1=O,.,.,-8,-1%,33%[activator],.,.
CCNC(=O)c1c(O)c2c([nH]c1=O)CCCC2,2%,3%,-17,-6%,1%,-5%,5%
CN(Cc1ccccc1Br)C(=O)CN1C(=O)NC2(CCCCCC2)C1=O,-9%,.,-3,-3%,0%,21%,-30%
COc1ccc(C/C(C)=N/NC(=S)Nc2ccccc2F)cc1,5%,1%,17,?,46%[activator],-16%,7%

# Assay outcomes deposited in PubChem BioAssay by National Center for Advancing Translational Sciences (NCATS).
